Screens from PubChem BioAssay.
S1P3 antagonist: antagonists of human S1P3 receptor; hit rate 0.27% among 170,000; inhibition, % at 4.98 µM; AID 485; CHO S1P3 NFAT-BLA reporter, FRET fluorescence, antagonist mode;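 active = inhibition above the plate cutoff, the mean inhibition of test wells on that plate plus 3 SD, cut at about 28% in these data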;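 note: cells challenged with S1P at its EC80 of 0.8 µM; blue over green emission ratio from cleaved BLA substrate after 4 h stimulation; 0% = S1P-stimulated wells and 100% = unstimulated DMSO-only wells; some compounds past the cut are filed as inactive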
Target sequence (Q99500 whole entry, looked up): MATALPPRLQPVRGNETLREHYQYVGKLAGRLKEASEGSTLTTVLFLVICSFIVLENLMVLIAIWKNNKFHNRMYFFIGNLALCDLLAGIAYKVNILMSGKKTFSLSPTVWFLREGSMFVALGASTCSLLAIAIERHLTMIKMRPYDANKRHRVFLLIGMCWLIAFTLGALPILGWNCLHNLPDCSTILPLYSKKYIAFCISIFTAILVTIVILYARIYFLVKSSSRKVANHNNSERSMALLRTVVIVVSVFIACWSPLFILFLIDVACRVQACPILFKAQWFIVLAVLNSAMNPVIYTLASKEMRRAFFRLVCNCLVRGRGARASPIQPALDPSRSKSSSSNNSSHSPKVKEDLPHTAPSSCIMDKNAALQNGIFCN
PPARg SRC2 recr: agonists of SRC-2 recruitment by human PPARgamma; PPARgamma LBD-SRC-2 recruitment, biochemical; hit rate 0.34% among 200,000; P37231; activation, % at 8 µM; in the data active = activation above about 22%;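 note: 0% = vehicle and 100% = reference agonist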
Target sequence (P37231 whole entry, looked up, the tested form may be a part): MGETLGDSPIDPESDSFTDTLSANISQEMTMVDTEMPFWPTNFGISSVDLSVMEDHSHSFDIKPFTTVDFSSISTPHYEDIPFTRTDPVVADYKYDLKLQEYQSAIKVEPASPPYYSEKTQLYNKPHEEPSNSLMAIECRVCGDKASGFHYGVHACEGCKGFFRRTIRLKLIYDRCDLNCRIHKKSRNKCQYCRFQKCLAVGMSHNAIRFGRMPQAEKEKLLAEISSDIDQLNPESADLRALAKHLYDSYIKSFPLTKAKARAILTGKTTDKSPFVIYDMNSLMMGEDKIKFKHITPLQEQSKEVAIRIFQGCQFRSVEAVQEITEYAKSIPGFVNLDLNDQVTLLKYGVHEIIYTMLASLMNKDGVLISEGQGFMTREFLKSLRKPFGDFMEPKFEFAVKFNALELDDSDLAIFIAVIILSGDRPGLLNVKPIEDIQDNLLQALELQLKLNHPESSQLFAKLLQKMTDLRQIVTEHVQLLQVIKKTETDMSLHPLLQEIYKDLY
Lmaj promast: Leishmania major promastigote growth inhibition; Leishmania major promastigotes, resazurin fluorescence viability; inhibition, % at 10 µM; hit rate 9% among 200,000; AID 1063; in the data active = inhibition above about 50%;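 note: promastigotes grown with compound for 44 hours at 28 °C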
TR-FRET SRC-2 ct: TR-FRET artefact, counter-screen to PPARgamma/SRC-2 agonist assay; hits give high values; AID 1049; hit rate 0.4% among 200,000; TR-FRET ratio at 8 µM; in the data active = TR-FRET ratio above about 2000; note: inactives centre near 1500; reference of the scale not given here
ROMK primary: human ROMK K+ channel modulation, primary screen; P48048; Tet-inducible ROMK, thallium flux fluorescence; actives lie on both sides; B-score at 10 µM; hit rate 2% among 130,000;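 active = signal ratio slope over the read window, or its plate-corrected B-score, at least 3 SD from the plate mean, either direction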;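 note: B-score of the F/F0 ratio slope over 7 to 12 s after thallium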
RAM network inh: yeast RAM network inhibition; AID 868; inhibition, % at 50 µM; hit rate 1.8% among 190,000; S. cerevisiae dse1pr::URA3 reporter, 5-FOA growth OD615, 2 d; analog-sensitive cbk1-as2 kinase mutant strain;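 active = inhibition above a set limit, 3 SD over mean compound inhibition, cut at about 8.4% in these data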;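 note: 0% = DMSO-only wells with no growth and 100% = 10 µM 1-NA-PP1 full growth; inhibition rescues growth on 5-FOA so higher OD means more RAM inhibition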
PPARg SRC1 recr: PPARgamma-driven SRC-1 recruitment agonism; P37231; PPARgamma-SRC-1 coactivator recruitment biochemical assay; activation, % at 8 µM; hit rate 0.41% among 200,000; AID 631; in the data active = activation above about 19%;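 note: 0% = DMSO and 100% = reference agonist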
bIAP inhibitor: intestinal alkaline phosphatase (bovine) inhibition | AID 1019 | purified bovine IAP, CDP-star luminescence, 30 min | 190,000 tested, under 10 active | inhibition, % at 20 µM;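 active = over 50% inhibition of intestinal alkaline phosphatase at 20 µM in the single-dose screen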
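Assay system – bovine IAP enzyme · Quantity – bovine IAP at 1/65,000,000 final dilution · Detection – CDP-star luminescence signal · Times – 30 min reaction at room temperature · Also added – CDP-star substrate at 30 µM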
PPARg SRC3 recr: promotes SRC-3 coactivator recruitment by human PPARgamma; activation, % at 8 µM; hit rate 0.26% among 200,000; P37231; AID 731; biochemical PPARgamma/SRC-3 coactivator recruitment assay; in the data active = activation above about 23%;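 note: 0% = DMSO and 100% = reference agonist; some compounds past the cut are filed as inactive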
HMGR II inh: inhibitors of class II HMG-CoA reductase from Enterococcus faecalis | purified E. faecalis HMGR, NADPH absorbance 340 nm kinetic | inhibition, % at 10 µM | hit rate 0.41% among 190,000 | AID 1066;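 active = inhibition above a set limit, the median over all tested compounds plus 3 SD, cut at about 9.5% in these data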;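 note: enzyme runs in reverse so mevalonate oxidation gives rising NADPH absorbance; 0% = complete reaction with DMSO and 100% = background rate lacking mevalonate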
Redox H2O2 prof: compounds producing H2O2 with reducing agent – biochemical, NIH compound library profiling, artefact control for MLSCN library redox annotation, primary screen | DTT-dependent redox cycling H2O2, phenol red/HRP absorbance; 100% = 100 µM peroxide control, 0% = buffer | activation, % at 10 µM | hit rate 0.03% among 200,000 | AID 878;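 active = activation of at least 50% relative to the plate's high and low controls in the primary single-dose screen; inactive = activation below 50%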;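 note: compound incubated with DTT at 0.8 mM final as the reducing agent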
The depositor's hits bear a star; x = not tested or not shown. Rows were taken by chance. About 13% of those tested had a hit in this group.

SMILES | S1P3 antagonist | PPARg SRC2 recr | Lmaj promast | TR-FRET SRC-2 ct | ROMK primary | RAM network inh | PPARg SRC1 recr | bIAP inhibitor | PPARg SRC3 recr | HMGR II inh | Redox H2O2 prof
CCc1ccc(C(=O)NC(C(=O)NCC2CCCO2)C(C)C)cc1 (stereo not drawn) | -20.1 | -0.9 | 1.4 | 1596 | 1.15 | 1.2 | -0.9 | 3.4 | -2.4 | -8.0 | 0.3
O=C(CCCCn1c(=O)c2ccccc2n(CC(=O)NC2CCCC2)c1=O)NCc1ccco1 | -45.6 | -0.3 | -2.4 | 1663 | x | 1.7 | 5.8 | -1.8 | -1.9 | -2.4 | -0.6
Cc1cc(C)n(CCN(C)C(=O)CCc2nnc(-c3ccc4c(c3)OCO4)o2)n1 | 1.9 | 10.1 | -2.7 | 1689 | -2.34 | 0.5 | 1.3 | 3.2 | -3.5 | -2.1 | -1.3
O=C(CCCNC(=O)/C(=C\c1ccc(F)cc1)NC(=O)c1ccccc1)OCc1ccccc1 | x | 2.2 | 4.1 | 1543 | x | 2.2 | 0.0 | -1.9 | 13.8 | -3.6 | -6.0
O=c1cc(CN2CCN(c3ccccc3F)CC2)c2cc(O)c(-c3ccccc3)cc2o1 | 2.6 | 1.7 | -2.0 | 1603 | 0.0561 | 5.5 | 2.2 | 5.6 | -0.3 | -1.0 | 0.6
CC(=O)NC(=S)Nc1ccc(NC(=O)COc2ccc(Cl)cc2)cc1 | x | -2.8 | -1.0 | 1345 | 0.00496 | 3.7 | 2.4 | 30.8 | 9.9 | -1.8 | 0.2
CCOC(=O)C1CCCN(C(=O)c2cc3c(-c4cccc(OC)c4)nn(C)c3s2)C1 (stereo not drawn) | 29.8 | -0.3 | 6.4 | 1574 | -0.257 | 5.1 | -9.6 | 0.1 | 4.4 | -1.9 | -3.7
CC(C)C(=O)OC1CCS(=O)(=O)c2sccc21 (stereo not drawn) | -22.6 | 2.4 | -6.7 | 1672 | 1.98 | 1.5 | 9.1 | -6.6 | -2.1 | 3.5 | -0.6
COc1ccc(N(CC(=O)NCCSCc2ccco2)S(=O)(=O)c2ccc(C)cc2)cc1 | -14.9 | -9.2 | 0.6 | 1622 | 0.0162 | 14.8* | 0.7 | -8.2 | -1.7 | -3.7 | 0.1
CC1CCN(C2(O)C(=O)Nc3ccc([N+](=O)[O-])cc32)CC1 (stereo not drawn) | x | 7.2 | -2.4 | 1637 | x | 2.6 | 1.0 | 6.9 | 3.5 | -1.4 | 0.3

An excerpt from above with just Redox H2O2 prof, S1P3 antagonist and PPARg SRC1 recr:
Molecule	Redox H2O2 prof	S1P3 antagonist	PPARg SRC1 recr
CCc1ccc(C(=O)NC(C(=O)NCC2CCCO2)C(C)C)cc1 (stereo not drawn)	0.3	-20.1	-0.9
O=c1cc(CN2CCN(c3ccccc3F)CC2)c2cc(O)c(-c3ccccc3)cc2o1	0.6	2.6	2.2

(next part)
SMILES | S1P3 antagonist | PPARg SRC2 recr | Lmaj promast | TR-FRET SRC-2 ct | ROMK primary | RAM network inh | PPARg SRC1 recr | bIAP inhibitor | PPARg SRC3 recr | HMGR II inh | Redox H2O2 prof
CN1CC(=O)N(CC(=O)Nc2ccc(N(C)C)cc2)c2ccccc2C1=O | x | -2.0 | -3.9 | 1400 | 0.199 | 0.0 | 5.8 | -2.3 | -10.9 | -5.4 | 0.8
CC(C)CCn1nc(C(=O)OC(C)C(=O)NC(N)=O)c2ccccc2c1=O (stereo not drawn) | -4.3 | -14.6 | -1.1 | 1485 | x | 0.7 | -1.3 | 8.7 | -2.3 | -0.2 | 1.8
C=C1c2ccccc2NC(=O)N1c1ccc(C)cc1 | x | 9.7 | -3.1 | 1512 | 0.782 | -0.2 | 3.0 | 5.3 | 9.0 | -4.4 | 0.0
O=C(O)CCC(=O)Nc1cccc(-c2csc(-c3ccccc3)n2)c1 | 2.4 | 6.8 | -4.8 | 1678 | 0.0319 | 2.8 | 1.2 | -25.9 | 4.5 | -10.0 | -0.9
O=C(CNC(=O)c1cccs1)NCC(=O)OCc1ccccc1Cl | x | 5.5 | -4.3 | 1479 | x | 0.5 | -4.3 | 7.6 | 2.9 | -5.3 | -4.9
Cc1ccc(-c2csc3n[nH]c(=S)n23)cc1 | -22.6 | 5.5 | -4.6 | 1527 | x | 0.3 | 9.8 | 27.5 | 6.9 | -0.9 | -2.3
Cc1cc(C(=O)N/N=C/c2sc(N3CCOCC3)nc2-c2ccccc2)c(C)o1 | -14.6 | 3.0 | 52.3* | 1466 | 0.433 | -0.1 | -3.9 | -10.9 | 3.0 | 1.2 | 0.0
CC(CN1CCOCC1)OC(=O)Cc1ccc(Cl)cc1 (stereo not drawn) | -25.1 | 0.1 | -8.8 | 1800 | 0.112 | 1.9 | 6.1 | -13.4 | 4.6 | -2.7 | -0.8
CNc1oc(-c2cccs2)nc1C#N | x | -10.5 | -1.9 | 1619 | 0.374 | 0.8 | 9.6 | -5.9 | -10.4 | -5.0 | 1.5
COc1cc(S(=O)(=O)Nc2ccccc2)ccc1NC=O | x | 1.9 | 5.3 | 1393 | 0.437 | 1.1 | 5.3 | 14.1 | -4.2 | 2.0 | 0.0
COCCNC(=O)C(c1c[nH]c2ccccc12)N(C(=O)c1snc(C(N)=O)c1N)c1cccc(OC)c1 (stereo not drawn) | 6.2 | 13.1 | -5.5 | 1837 | -0.387 | 5.5 | 5.0 | -5.8 | 4.4 | 0.2 | -0.8
O=C(Cn1cnnn1)Nc1cccc([N+](=O)[O-])c1 | 4.3 | 4.2 | 8.6 | 1578 | 0.222 | 1.1 | -0.9 | 8.6 | -1.0 | -0.1 | -0.4
Cn1ccs/c1=N\S(=O)(=O)c1ccc(F)cc1 | x | 1.6 | -9.2 | 1471 | -0.0546 | 0.7 | -4.9 | -0.3 | 0.9 | -1.9 | 0.0
O=C(Cn1cnc([N+](=O)[O-])n1)NCCc1ccccc1 | -4.0 | 4.0 | 21.8 | 1625 | -0.403 | 3.0 | -2.5 | 3.5 | 1.8 | 3.8 | -0.6
CCOC(=O)c1sc2nc(CC(=O)OC)nc(NCc3ccc(Cl)cc3)c2c1C | x | 6.6 | 7.6 | 1506 | -1.37 | 5.7 | 1.6 | 12.2 | -0.7 | 0.9 | 0.6
COc1ccc(N2CCN(CCNC(=O)c3ccc4c(c3)[nH]c(=S)n3c5ccccc5nc43)CC2)cc1 | -19.7 | 8.1 | -0.2 | 1504 | -0.278 | 4.5 | -4.8 | -26.3 | 2.5 | -2.3 | -0.8
Cc1cccc(-c2cc3nc4c(c(NCc5ccco5)n3n2)CCCC4)c1 | x | 1.5 | 67.3* | 1448 | -0.149 | -0.9 | 5.2 | -4.1 | 9.4 | -1.2 | -3.7
CCCCN(C)C/C(O)=C(\C#N)c1nc(-c2ccccc2)cs1 | x | 7.7 | -3.2 | 1538 | -0.75 | 1.3 | -0.9 | -8.8 | 4.8 | -0.1 | 0.1
Cc1ccc(-c2nnc(CSc3nnc(COc4ccccc4)n3-c3ccc(C)cc3)o2)cc1 | 11.8 | 3.3 | 14.9 | 1468 | -0.706 | 3.5 | 2.0 | -8.1 | 1.9 | x | -0.3
Cc1cccn2c(CN3CCNC(=O)CC3)c(C(=O)N(C)CCc3ccccc3)nc12 | -14.9 | -1.0 | 5.5 | 1436 | 0.716 | 0.0 | -1.9 | 2.0 | -0.1 | -3.2 | 1.0
NC(=O)NC1CCCc2c1[nH]c1ccc(Cl)cc21 (stereo not drawn) | -43.0 | 1.0 | -5.8 | 1555 | x | 4.5 | 0.6 | 14.1 | 2.9 | -4.8 | -1.1
OCC(CO)(CO)n1cnnn1 | -32.2 | -4.7 | -13.1 | 1394 | x | -0.4 | -1.8 | 11.4 | -4.9 | -2.7 | 1.5
O=C(C[n+]1ccc(C(=O)NCc2ccccc2)cc1)c1ccc2c(c1)OCCO2 | -5.8 | 2.1 | -2.8 | 1720 | -0.285 | 1.2 | -3.1 | 11.0 | 0.3 | -0.3 | -0.4
CCCCNc1nc2ccccc2n1CC(=O)Nc1c(C)cccc1CC | -15.9 | 3.6 | 11.8 | 1632 | -1.39 | 0.3 | 4.9 | -17.5 | 1.1 | -1.2 | -0.2
N#C/C(=C/c1ccc(Br)o1)C(N)=O | x | 10.9 | -5.2 | 1365 | 0.32 | 3.0 | -0.4 | 3.4 | 17.9 | -4.5 | 0.9
Cc1[nH]c2ccccc2c1C(=O)CSc1nc2ccccc2c(=O)n1-c1ccccc1F | 7.2 | 6.2 | 9.2 | 1841 | 0.347 | 8.1 | -5.2 | -3.2 | -0.4 | 0.5 | -0.8
Cc1ccc(NCCC#N)cc1C | -6.5 | 7.8 | 50.1* | 1532 | x | 2.3 | 1.1 | -3.2 | 8.0 | -4.0 | 0.1
CC(=O)c1cccc(NC(=O)CSC(=O)c2ccccc2)c1 | 11.5 | 4.3 | -8.9 | 1475 | x | 2.9 | -6.8 | 22.7 | 3.0 | -1.2 | 1.6
Cc1nc(N2CCCCC2)c(C#N)c(C)c1[N+](=O)[O-] | 1.6 | -1.8 | -4.7 | 1493 | -0.758 | -0.6 | 1.0 | -3.8 | -6.0 | -1.7 | -1.3
CCN1CCN(CC(=O)Nc2ccc(Cl)c(Cl)c2)C(=O)C1=O | -1.5 | 13.0 | -4.0 | 1641 | x | -0.2 | 2.9 | 8.9 | 4.9 | 1.1 | 0.2
Cn1c(-n2c(-c3ccco3)nc3ccccc3c2=O)nc2ccccc21 | x | 2.4 | 4.5 | 1578 | 0.0774 | 0.8 | 4.0 | 3.3 | -0.4 | -0.6 | 0.3
CSc1nnc(COc2ccc(C)cc2)n1N | x | 6.8 | 6.1 | 1496 | 0.0813 | 0.6 | 7.3 | 6.9 | -12.6 | -4.1 | 0.4
CC(C)(C)Cc1cc(N)on1 | 7.7 | 1.8 | -6.9 | 1832 | 0.453 | 0.1 | -1.1 | 6.4 | 0.2 | -4.9 | -0.3
Cc1ccccc1C(=O)Nc1ccnc(-c2ccncc2)n1 | 1.0 | -6.0 | -6.3 | 1529 | 0.207 | 0.9 | 5.9 | -16.9 | 4.7 | -3.1 | -0.1
CSc1nc(-c2ccc(Cl)cc2Cl)[nH]c(=O)c1C#N | -16.8 | 5.0 | 0.5 | 1653 | -1.68 | 4.9 | 8.6 | -0.9 | 9.7 | -5.3 | -1.0
Cc1cc(NC(=O)CSc2nc3ccccc3n2CC(=O)N2CCC(C)CC2)no1 | x | 7.5 | -1.0 | 1549 | -0.655 | 1.8 | 4.0 | -6.3 | 2.2 | -3.5 | 0.3
Cc1ccc[n+](CC(=O)c2ccc(-c3ccccc3)cc2)c1 | -8.8 | 12.4 | 100.2* | 1569 | 0.00854 | 0.7 | 0.0 | 7.8 | 1.1 | -2.9 | -0.4
CCN(CC)S(=O)(=O)c1ccc(NC(=O)c2cc(C(=O)OC)cc([N+](=O)[O-])c2)cc1 | -34.2 | -7.3 | 29.8 | 1335 | 0.492 | 4.4 | -7.7 | x | -1.3 | -1.6 | 0.2
O=[N+]([O-])c1ccc(N2CCOCC2)nc1 | x | -1.3 | -9.0 | 1581 | 0.864 | 0.0 | 1.4 | -8.4 | 5.3 | 4.1 | -5.6
